Screens from PubChem.
TRAIL sens C8 – caspase-8 TRAIL sensitization. NB7+C8 cells + TRAIL, ATPlite viability luminescence. 360,000 compounds, 1% hits. AID 624354. inhibition (viability loss, TRAIL sensitization), % at 10 µM;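 active means compounds causing at least 50% loss of cell viability in the single-dose screen, relative to plate controls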
SRC2 inh – human SRC2 (NCOA2) inhibition; inhibition, % at 9 µM; HEK293 GAL4-SRC2 luciferase reporter, luminescence; 370,000 compounds, 0.17% hits;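 active means inhibition above the mean inhibition of all tested compounds plus 3 SD, set per campaign, cut at about 52% in these data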;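 further: 0% = DMSO treated cells and 100% = cells given Gossypol at 36 µM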
EBV LMP1 NFkB – Epstein-Barr LMP1 NF-kappaB reporter inhibition; LMP1-induced NF-kappaB luciferase reporter cells, luminescence; AID 504558; inhibition, % at 12.5 µM; 350,000 compounds, 0.69% hits; in the data active means inhibition above about 41%;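 further: 0% = neutral control wells and 100% = reference inhibitor control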
TWEAK Fn14 block – TWEAK-Fn14 signaling inhibition | AID 1159606 | TWEAK-stimulated Fn14 reporter cells, luciferase luminescence, 8 h | inhibition, % at 10 µM | 360,000 compounds, 2% hits; in the data active means inhibition above about 50%
CF NFkB inh – inhibitors of cystic fibrosis induced NF-kB | KKLEB NF-kB-GFP reporter, PAF-induced, GFP fluorescence overnight | inhibition, % at 5 µM | 360,000 compounds, 0.86% hits | AID 588850;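 active means at least 50% inhibition at 5 µM, scaled per plate between neutral and stimulator controls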;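 further: PAF is a Pseudomonas aeruginosa culture filtrate used as stimulus; plate controls were PAF-stimulated DMSO wells for no effect and unstimulated DMSO wells for full effect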
LRH-1 inv ag – inverse agonists of human LRH-1 (NR5A2). 360,000 compounds, 0.13% hits. inhibition, % at 3.6 µM. AID 602396. HEK293T StAR-luciferase reporter, LRH-1 transfected, 24 h;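 active means inhibition above the mean inhibition of all tested compounds plus 3 SD, cut at about 73% in these data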;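 further: 0% = DMSO wells and 100% = reporter-only cells lacking LRH-1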
KKLEB cytotox – reduces viability of KKLEB cystic fibrosis airway cells | KKLEB CF airway cells viability, ATPlite luminescence, overnight; hits give low values; cells stimulated with P. aeruginosa culture filtrate | activity change (cytotoxicity), % at 5 µM | 360,000 compounds, 0.36% hits;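 active means corrected activity change at or below -50% at 5 µM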
NCOA1 inh – inhibitors of human steroid receptor coactivator 1 (SRC1) | Q15788 | 360,000 compounds, 0.12% hits | inhibition, % at 3.6 µM | HEK293 GAL4-SRC1 luciferase reporter, luminescence;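 active means inhibition above the campaign mean plus 3 SD, with each screening campaign given its own cutoff, cut at about 60% in these data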;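 further: 0% = DMSO treated cells and 100% = gossypol at 36 µM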
TROY NFkB inh – TROY signaling inhibition; 360,000 compounds, 0.98% hits; inhibition, % at 10 µM; AID 1347056; Q293 LMP1-TROYcd NF-kB luciferase reporter, 4 h;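 active means compounds whose plate-normalised and pattern-corrected inhibition of the luciferase reporter signal at the single screening dose is 50% or more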
NR2F2 inh – NR2F2 (human) inhibition, primary screen | HEK293T NGFI-A luciferase reporter, luminescence | inhibition, % at 8.6 µM | 370,000 compounds, 0.7% hits;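 active means inhibition above a per-plate cutoff, mean inhibition of test wells between control levels plus 3 SD, cut at about 38% in these data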;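 further: cells cotransfected with COUP-TFII expression vector driving the NGFI-A reporter; 0% = median of COUP-TF2 test wells and 100% = reporter-only cells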
SRC3 inh – human NCOA3 inhibition. HEK293 GAL4-SRC3 luciferase reporter, luminescence. inhibition, % at 3.6 µM. 360,000 compounds, 0.17% hits. AID 588352;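 active means inhibition above a per-campaign cutoff, the mean of all compounds plus 3 SD, cut at about 60% in these data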;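 further: 0% = DMSO-treated cells and 100% = gossypol-treated cells at 36 µM; higher means less SRC3-driven luciferase light from the GAL4 reporter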
Target sequence (Q9Y6Q9 whole entry, looked up, the tested form may be a part): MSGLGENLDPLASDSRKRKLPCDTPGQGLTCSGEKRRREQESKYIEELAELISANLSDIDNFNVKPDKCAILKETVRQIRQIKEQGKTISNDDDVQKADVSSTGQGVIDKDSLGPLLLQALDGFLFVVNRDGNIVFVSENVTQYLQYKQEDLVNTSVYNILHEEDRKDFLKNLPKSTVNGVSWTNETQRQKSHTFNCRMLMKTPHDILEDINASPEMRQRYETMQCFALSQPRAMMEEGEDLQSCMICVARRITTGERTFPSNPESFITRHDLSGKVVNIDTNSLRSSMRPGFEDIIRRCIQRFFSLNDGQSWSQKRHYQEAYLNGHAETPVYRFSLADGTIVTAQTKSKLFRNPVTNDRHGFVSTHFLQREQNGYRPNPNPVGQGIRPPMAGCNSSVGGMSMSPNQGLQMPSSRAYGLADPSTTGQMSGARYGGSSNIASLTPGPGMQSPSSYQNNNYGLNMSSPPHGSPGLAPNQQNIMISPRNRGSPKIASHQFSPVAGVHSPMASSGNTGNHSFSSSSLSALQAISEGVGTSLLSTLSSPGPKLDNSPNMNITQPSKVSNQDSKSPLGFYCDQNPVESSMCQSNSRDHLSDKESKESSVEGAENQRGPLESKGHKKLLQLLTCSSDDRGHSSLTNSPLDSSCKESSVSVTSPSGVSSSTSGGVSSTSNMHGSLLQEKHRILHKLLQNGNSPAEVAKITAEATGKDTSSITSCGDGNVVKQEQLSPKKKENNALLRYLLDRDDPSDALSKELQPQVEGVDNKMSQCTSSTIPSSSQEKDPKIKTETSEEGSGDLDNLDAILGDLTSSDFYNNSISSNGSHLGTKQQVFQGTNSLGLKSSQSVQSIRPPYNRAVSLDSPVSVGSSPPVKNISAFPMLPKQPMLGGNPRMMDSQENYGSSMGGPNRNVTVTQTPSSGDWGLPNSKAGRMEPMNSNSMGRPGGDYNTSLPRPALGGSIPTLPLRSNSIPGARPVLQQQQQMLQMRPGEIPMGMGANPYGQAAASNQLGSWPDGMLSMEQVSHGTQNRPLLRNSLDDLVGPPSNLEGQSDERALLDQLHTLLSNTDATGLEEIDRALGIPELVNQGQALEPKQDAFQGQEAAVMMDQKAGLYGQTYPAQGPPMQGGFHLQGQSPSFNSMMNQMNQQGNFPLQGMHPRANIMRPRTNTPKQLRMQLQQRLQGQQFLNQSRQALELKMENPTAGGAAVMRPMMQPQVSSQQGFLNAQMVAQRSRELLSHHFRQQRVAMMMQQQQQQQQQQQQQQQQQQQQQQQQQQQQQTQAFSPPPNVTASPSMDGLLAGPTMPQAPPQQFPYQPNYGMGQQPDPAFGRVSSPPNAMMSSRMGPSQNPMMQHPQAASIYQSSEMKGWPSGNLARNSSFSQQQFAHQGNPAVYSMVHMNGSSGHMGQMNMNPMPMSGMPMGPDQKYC
Numbers without * were called inactive; . = no result given.

SMILES	TRAIL sens C8	SRC2 inh	EBV LMP1 NFkB	TWEAK Fn14 block	CF NFkB inh	LRH-1 inv ag	KKLEB cytotox	NCOA1 inh	TROY NFkB inh	NR2F2 inh	SRC3 inh
Cc1cc(C)cc(Oc2ccc(S(=O)(=O)N3CCN(C)CC3)cn2)c1	-4	14	-1	6	-5	4	12	-10	9	-11	4
Cc1cnn(-c2cc(N/N=C/c3ccccc3Cl)ncn2)c1	-4	-37	-9	-39	24	0	-9	-33	9	-3	3
Oc1ccccc1/C=N/n1cnn(Cc2ccccc2Cl)c1=S	-7	-2	-10	11	-6	-10	-6	-32	-9	-6	17
COc1cc2c(cc1C1C(C#N)=C(N)OC3=C1C(=O)CC(C)(C)C3)OCO2 (stereo not drawn)	0	0	2	12	16	1	0	-2	10	15	-6
Cc1ccccc1-c1nc(CN2CCN(C(=O)c3ccco3)CC2)c(C)o1	-20	-20	-6	15	17	2	-10	8	0	16	3
Cc1ccc(Sc2c(C)nn(C(=O)c3cccc(S(=O)(=O)N4CCOCC4)c3)c2C)cc1	-1	17	-1	-24	12	8	1	-3	1	-1	1
COC(=O)c1ccc(CSc2nc3c(cnn3-c3ccc(F)cc3)c(=O)[nH]2)o1	-2	.	2	1	-14	7	9	-5	11	.	-3
CN(CC(=O)Nc1ccc(F)cc1)C(=O)c1ccccc1OCc1ccc(F)cc1	0	-15	7	-9	14	-4	10	5	8	-22	6
CCOC(=O)C1=C(COc2ccc(C)cc2)NC(=O)NC1c1cc(C)ccc1C (stereo not drawn)	14	3	-2	-2	5	-34	-3	-1	6	3	12
Cn1c(CO)c(-c2ccccc2)c2cc([N+](=O)[O-])ccc21	3	7	3	4	4	6	-17	-7	-1	24	7
CCOc1ccc(CCNC(=O)c2cccc(S(=O)(=O)N3CCOCC3)c2)cc1OCC	9	6	-2	-6	24	17	3	4	-1	6	-6
O=C(c1ccccc1)C(Nc1cccc([N+](=O)[O-])c1)c1ccccc1 (stereo not drawn)	-4	1	1	-36	14	-7	2	3	-10	14	-4
O=C(Nc1cccc(Cl)c1)Nc1cc(S(=O)(=O)N2CCCCC2)ccc1Cl	9	-6	4	84*	50*	19	-46	6	56*	30	6
CCc1ccccc1NC(=O)N1CCc2ccccc2C1	7	-13	-1	-5	22	-18	-8	-3	14	-7	-9
CCOC(=O)C(=O)NC(C)CCc1ccccc1 (stereo not drawn)	19	-25	6	-1	12	20	13	-60	-7	7	17
Cc1cccc(NC(=O)CNC(=O)COC(=O)c2ccc(C(C)(C)C)cc2)c1C	-7	-20	2	1	-8	-9	7	-4	-2	15	5
CC1(C)CC(NCCN2CCN(C3=CC(=C(C#N)C#N)CC(C)(C)C3)CC2)=CC(=C(C#N)C#N)C1	7	-4	-11	22	9	3	-9	6	23	7	-6
Cc1ccccc1N=C(NOCc1ccccc1)c1nonc1N	12	17	5	-3	27	-4	-20	0	-9	9	7
O=C1C2C(c3ccccc3)C=CC(c3ccccc3)C2C(=O)N1c1ccncc1 (stereo not drawn)	3	1	1	5	4	12	-2	-7	14	-11	3
O=C(Nc1nc(-c2ccc(Cl)s2)cs1)c1cccs1	-4	-19	-10	34	-19	-96	10	-64	-32	-8	-44
Cc1ccccc1NC(=O)Cc1nnc(SCC(=O)N2CCN(c3ccccc3)CC2)n1C	9	-4	3	20	4	2	7	-1	13	9	2
CC(C)(C)c1ccc(CCC2OCC(C[N+]3(C)CCOCC3)O2)cc1 (stereo not drawn)	9	-1	-4	-9	-10	-16	12	-8	-13	4	2
Nc1nc2ccccc2n1C(=O)CCc1ccccc1	48	-39	-10	34	27	-113	-41	-184	-25	-65	-97
COC(=O)c1cc(=O)nc2sc3ccccc3n12	-19	-21	-8	-5	-16	10	0	-6	-12	18	-1
COc1ccccc1/C=C/C(C)=O	3	-1	-10	-2	-14	-8	6	-9	-26	11	-4
Cc1cc(C(=O)C(=O)N(C)C)c(C)n1-c1ccc([N+](=O)[O-])cc1	8	-11	-10	22	4	7	2	-13	-5	6	5
CN(c1ccc(OCC(=O)OCC(=O)Nc2cccc([N+](=O)[O-])c2)cc1)S(=O)(=O)c1ccc(F)cc1	-1	5	0	-9	-8	-16	12	-24	8	0	6
NS(=O)(=O)c1ccc(NC(=S)NNC(=O)CCC(=O)Nc2ccccc2Cl)cc1	-4	-24	1	0	3	5	-3	-8	-17	1	-10
Cc1c(C(=O)Nc2ccccc2N2CCN(C)CC2)oc2ccc(F)cc12	10	12	-21	-20	-10	38	-14	-12	-28	1	13
c1ccc2nc3c(nc2c1)CCCC3	0	-23	-3	1	9	-5	2	2	7	-9	-11
CC(OC(=O)CNC(=O)c1ccco1)C(=O)Nc1ccc(Cl)cn1 (stereo not drawn)	9	-25	-8	-3	10	8	10	-3	-8	0	-5
CCOC(=O)NS(=O)(=O)c1ccc(CCNC(=O)c2cc(C)on2)cc1	-4	-12	-10	12	9	13	9	4	-5	4	2
O=C(C1CCN(S(=O)(=O)c2ccc(Br)s2)CC1)N1CCCCC1	6	7	-2	26	5	-7	0	0	1	-8	10
Cc1cc(Cl)n2c(nc3cc(F)c(F)cc32)c1C#N	74*	26	6	69*	89*	26	-69*	2	36	-57	-3
CN1C(=O)NC(c2ccc([N+](=O)[O-])cc2)C2=C1CC(C)(C)CC2=O (stereo not drawn)	5	10	-7	12	5	5	-4	-8	0	7	23
CCN(CC)C(=O)CSc1nnc(-c2cccnc2)n1Cc1ccccc1	-14	5	-6	-12	0	-2	-3	-16	-3	17	-6
CC(Oc1cccc(Cl)c1)C(=O)Nc1ccccc1C(=O)N1CCCCC1 (stereo not drawn)	-5	7	5	3	4	1	2	9	21	6	14
O=S1(=O)CCOC[C@H](CC2CCCCC2)N1Cc1ccccc1Br	-17	-3	-6	-4	17	-2	-22	3	-8	1	6
COC(=O)/C(C#N)=C/c1c(N2CCCCCC2)nc2c(C)cccn2c1=O	-14	13	13	18	-1	1	2	16	-13	-7	3
Cc1c(Cl)c([N+](=O)[O-])nn1CCCC(=O)Nc1c(C)n(C)n(-c2ccccc2)c1=O	-2	-19	-1	-12	10	-22	0	4	4	7	15
CCN(CC)C(=O)CSc1nnc(-c2ccccn2)n1-c1ccc(C)c(C)c1	-5	-8	3	-3	1	-12	-2	-16	5	-3	14
CCN(CC(=O)NCc1cccs1)C(=O)/C=C/c1ccc(Cl)c(Cl)c1	-9	-5	0	-19	-14	16	1	-12	9	8	-15
O=C1NC[C@@H](CCCCN2CCN(CC3CCCCC3)C(=O)C2=O)N(CC2CCCCC2)C1=O	-15	0	.	24	.	-18	.	.	-10	8	.
Cc1cc(Oc2ccccc2)nc(-c2ccccc2O)n1	-2	2	-10	14	10	-8	-6	-35	-44	-7	-10
CC(=O)NC(Cc1ccccc1)C(=O)NC1CCN(C(=O)NC2CCCCC2)CC1 (stereo not drawn)	-10	1	4	-4	13	-4	10	-11	11	-15	-3
CCN(CC)CCNC(=S)Nc1ccc(F)cc1	1	-26	11	16	6	-9	-7	-15	-17	14	5
c1ccc(N=NC2=NN(c3ccccc3)CS2)cc1	16	-19	-18	-31	-25	-65	23	-106	-55	-26	-92
COc1cccc(NC(=O)NC2CCN(Cc3nnnn3Cc3ccc4c(c3)OCO4)CC2)c1	-9	-4	-1	7	-11	4	-6	12	2	2	12
Cc1ccc(OCC(=O)Nc2ccc(N(C)C)cc2)cc1	-20	-23	-4	-27	10	-12	-15	-10	-19	-4	-15
O=C1c2cccc3c(N4CCCCC4)ccc(c23)C(=O)N1c1ccccn1	-4	-8	-7	-11	-4	11	5	11	-1	1	-6
CN(CC(=O)Nc1ccc(Cl)c(C(F)(F)F)c1)C(=O)CCCc1nc2ccccc2c(=O)[nH]1	17	12	2	0	-22	1	-7	-2	24	17	-7
O=C(CC1SC(N2CCCC2)=NC1=O)Nc1ccc(C(=O)Nc2ncccc2O)cc1 (stereo not drawn)	13	-67	31	-22	-18	-36	3	-40	21	20	-28
CN(C)c1ccc(-c2nc3ccccn3c2/N=C/c2ccc(Br)cc2)cc1	53*	-60	38	65*	-8	-134	-9	-80	22	-29	-67

An excerpt of these results, with bars between the fields.
smiles | TRAIL sens C8 | SRC2 inh | EBV LMP1 NFkB | TWEAK Fn14 block | CF NFkB inh | LRH-1 inv ag | KKLEB cytotox | NCOA1 inh | TROY NFkB inh | NR2F2 inh | SRC3 inh
CC1(C)CC(NCCN2CCN(C3=CC(=C(C#N)C#N)CC(C)(C)C3)CC2)=CC(=C(C#N)C#N)C1 | 7 | -4 | -11 | 22 | 9 | 3 | -9 | 6 | 23 | 7 | -6
Cc1ccccc1N=C(NOCc1ccccc1)c1nonc1N | 12 | 17 | 5 | -3 | 27 | -4 | -20 | 0 | -9 | 9 | 7
O=C1C2C(c3ccccc3)C=CC(c3ccccc3)C2C(=O)N1c1ccncc1 (stereo not drawn) | 3 | 1 | 1 | 5 | 4 | 12 | -2 | -7 | 14 | -11 | 3
O=C(Nc1nc(-c2ccc(Cl)s2)cs1)c1cccs1 | -4 | -19 | -10 | 34 | -19 | -96 | 10 | -64 | -32 | -8 | -44
Cc1ccccc1NC(=O)Cc1nnc(SCC(=O)N2CCN(c3ccccc3)CC2)n1C | 9 | -4 | 3 | 20 | 4 | 2 | 7 | -1 | 13 | 9 | 2
CC(C)(C)c1ccc(CCC2OCC(C[N+]3(C)CCOCC3)O2)cc1 (stereo not drawn) | 9 | -1 | -4 | -9 | -10 | -16 | 12 | -8 | -13 | 4 | 2
Nc1nc2ccccc2n1C(=O)CCc1ccccc1 | 48 | -39 | -10 | 34 | 27 | -113 | -41 | -184 | -25 | -65 | -97
COC(=O)c1cc(=O)nc2sc3ccccc3n12 | -19 | -21 | -8 | -5 | -16 | 10 | 0 | -6 | -12 | 18 | -1
COc1ccccc1/C=C/C(C)=O | 3 | -1 | -10 | -2 | -14 | -8 | 6 | -9 | -26 | 11 | -4
Cc1cc(C(=O)C(=O)N(C)C)c(C)n1-c1ccc([N+](=O)[O-])cc1 | 8 | -11 | -10 | 22 | 4 | 7 | 2 | -13 | -5 | 6 | 5
CN(c1ccc(OCC(=O)OCC(=O)Nc2cccc([N+](=O)[O-])c2)cc1)S(=O)(=O)c1ccc(F)cc1 | -1 | 5 | 0 | -9 | -8 | -16 | 12 | -24 | 8 | 0 | 6
NS(=O)(=O)c1ccc(NC(=S)NNC(=O)CCC(=O)Nc2ccccc2Cl)cc1 | -4 | -24 | 1 | 0 | 3 | 5 | -3 | -8 | -17 | 1 | -10
Cc1c(C(=O)Nc2ccccc2N2CCN(C)CC2)oc2ccc(F)cc12 | 10 | 12 | -21 | -20 | -10 | 38 | -14 | -12 | -28 | 1 | 13
